From PubChem
NPYLR7 ag: agonists of mosquito NPYLR7 receptor, primary screen, cell-based, Aedes aegypti, calcium fluorescence, mosquito biting behavior | HEK293T NPYLR7/Galpha15, GCaMP6s calcium fluorescence | activation, % at 10 µM | hit rate 0.15% among 270,000; in the data active means activation above about 40%;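 further: 0% = vehicle and 100% = reference agonist at the receptor; some compounds past the cut are filed as inactive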
mcGAS inh: cyclic GMP-AMP synthase inhibitors, mouse, primary biochemical chemiluminescence | AID 1259399, 2018 | recombinant cGAS, Kinase-Glo ATP depletion luminescence | Q8C6L5 | inhibition, % at 12.5 µM | hit rate 0.15% among 160,000;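 further: 0% = negative control wells and 100% = reference inhibitor with no enzyme activity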
hcGAS inh: Primary biochemical luminescence assay for human cyclic GMP-AMP synthase inhibitors | Q8N884 | recombinant h-cGAS, ATP depletion, Kinase-Glo luminescence | inhibition, % at 12.5 µM | hit rate 0.081% among 290,000;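 further: 0% = vehicle reaction and 100% = reaction without DNA for no activity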
Target sequence (Q8N884 whole entry, looked up): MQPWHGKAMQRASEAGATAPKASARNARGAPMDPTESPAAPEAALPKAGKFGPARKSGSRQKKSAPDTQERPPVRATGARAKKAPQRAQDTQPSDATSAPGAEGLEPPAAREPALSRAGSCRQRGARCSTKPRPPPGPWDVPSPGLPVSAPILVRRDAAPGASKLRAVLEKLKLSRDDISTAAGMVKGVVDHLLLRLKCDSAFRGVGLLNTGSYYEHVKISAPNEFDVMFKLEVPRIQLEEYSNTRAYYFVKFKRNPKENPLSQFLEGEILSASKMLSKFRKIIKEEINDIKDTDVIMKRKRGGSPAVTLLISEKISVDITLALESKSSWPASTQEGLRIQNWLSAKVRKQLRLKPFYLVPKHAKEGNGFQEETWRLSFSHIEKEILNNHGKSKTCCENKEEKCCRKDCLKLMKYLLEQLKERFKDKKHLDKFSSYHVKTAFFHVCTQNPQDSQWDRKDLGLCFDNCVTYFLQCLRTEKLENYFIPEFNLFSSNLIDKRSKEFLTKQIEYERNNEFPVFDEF
* hit, by the source's call; . = no result given; & = joins results of further samples. Unless noted, no stated cut-off is given here; in the data, active means inhibition above about 40%; inactive means the rest.

Sample of the layout:
SMILES	NPYLR7 ag	mcGAS inh	hcGAS inh
NC(=O)CSc1ccc(NC(=O)c2ccccc2)nn1	1	-8	-3
CCOc1cc2nc(-c3ccc(F)cc3F)oc(=O)c2cc1OCC	-3	.	-2

Results, from the start:
SMILES	NPYLR7 ag	mcGAS inh	hcGAS inh
NC(=O)CSc1ccc(NC(=O)c2ccccc2)nn1	1	-8	-3
CCOc1cc2nc(-c3ccc(F)cc3F)oc(=O)c2cc1OCC	-3	.	-2
COc1ccc(Cl)cc1C(=O)Nc1cc(-c2cccs2)nn1-c1nc(C(C)C)cc(=O)[nH]1	4	.	3
CCOc1cc(C(=O)NCCN2CC(C)OC(C)C2)cc(-c2ccccc2)c1OC (stereo not given)	2	.	-7
OCC1CCCN(Cc2ncc(-c3ccc(Cl)cc3)o2)C1 (stereo not given)	2	-2	-6
CCOC(=O)c1nn(-c2ccccc2Cl)c(=O)cc1OS(=O)(=O)c1ccc(Cl)cc1	13	-7	-8
Cc1ncc(Cl)c(C(=O)Nc2c(F)cccc2NC2CC2)n1	-1	.	1
CC(Cn1ccc2ccccc21)NC1CCN(c2ccc(NC(=O)c3cnccn3)cc2)CC1 (stereo not given)	13	-4	-5
Cn1c2c(c(=O)c3ccccc31)C[C@@H](O)C(C)(C)O2	1	-4	-5
CCN1CCN(S(=O)(=O)c2ccc(Cl)c(Cl)c2)CC1	9	-6	-5
Cc1ccc2c(c1)c(C)c(C)n2CC(O)Cn1nc(C)c(Br)c1C (stereo not given)	-10	-7	-6
CC(=O)Nc1ccc(-c2nccn2CCc2cccc(F)c2)cc1	-3	.	6
COc1ccc(OC)c(C2NC(=O)N(C)C(C)=C2C(=O)OCc2ccccc2)c1 (stereo not given)	-3	.	-3
O=C(O)CNC(=O)CNC(=O)c1ccco1	7	.	-7
COc1ccc(/C=C/CN2CCn3c(nnc3C(=O)NC3CCCCC3)C2)cc1	8	.	-6
c1ccc(CNc2cc(-c3nccc4occc34)c3cc[nH]c3n2)nc1	15	.	2
CN1CCC(NC(=O)C2(N(C)CCc3ccccc3)Cc3ccccc3C2)C1=O (stereo not given)	7	.	-10
CCC(C)NCc1csc(COc2ccccc2OC)n1 (stereo not given)	32	.	-1
Cc1cc(C)nc(NC(=O)/C=C/c2ccccc2)n1	13	-5	-9
CCC(CNC(=O)c1cccc(S(=O)(=O)NC)c1)c1ccccc1 (stereo not given)	1	-12	0
C=CCSc1nc2c(c(=O)[nH]1)C(c1ccc(Cl)cc1)C(C(=O)OC)=C(C)N2 (stereo not given)	-5	.	-7
CC1(O)N(Cc2ccco2)C(=O)OC12CCCCC2 (stereo not given)	0	.	-8
CCOC(=O)CCNC(=O)NCc1nnnn1-c1ccc(OC)cc1	4	-6	-4
c1ccc2[nH]c(NN=C3CCCCCC3)nc2c1	-8	.	-7
COc1ccc(CCOC(=O)C2CCCCN2C(=O)C(C)(C)Oc2ccc(C(N)=O)cc2)cc1OC (stereo not given)	-21	0	-2
Cc1c(C(=O)NCc2cccnc2)sc(=O)n1Cc1ccc(S(=O)(=O)N(C)C)cc1	12	.	-9
CC(=O)N(C)C1CCN(S(=O)(=O)c2ccc(S(C)(=O)=O)cc2)CC1	-1	.	-8
Cn1cc(CN2CCN(c3ncccn3)CC2)c(-c2cccc(Cl)c2)n1	20	.	-6
CC(C)(C)n1nc2c(c1NC(=O)Cc1cccs1)CSC2	-2	-3	2
COc1ccccc1CNC(=O)c1c(OC)cc(=O)n2c1CCN(Cc1ccc3c(c1)CCO3)CC2	23	-13	-8
O=C1C[C@H]2CC[C@@H](CN1)N2C(=O)COc1ncnc2ccccc12	-6	-11	-4
O=C(NCC(=O)N(Cc1ccccc1)C(C(=O)Nc1ccccc1)c1ccncc1)c1ccccc1 (stereo not given)	6	.	7
Cc1nc(SCC(=O)Nc2cncs2)c2c(C)c(C)sc2n1	20	.	-8
Cc1cccc(C2=NC3(CCN(C(=O)Cc4nc(C)sc4C)CC3)C(=O)N2)c1	.	-9	-9
CCN1CCN(CC(O)COc2ccc(CN3CCN(C)CC3)cc2OC)CC1 (stereo not given)	6	.	-8
CCN(C)c1c(C)nc2c(OCc3ccc(OC(F)F)cc3)cccn12	6	-2	-4
Cc1cc(C)cc(COc2coc(CN3CCN(S(=O)(=O)c4ccc(F)c(Cl)c4)CC3)cc2=O)c1	0	-6	-4
Cc1cccc2nc(-c3ccccc3F)c(NC(C)(C)CC(C)(C)C)n12	-5	-7&-6	-8&-8
CCOC(=O)Cc1c(C)nc2ncnn2c1N1CCN(c2c(Cl)cncc2Cl)CC1	28	-6	-1
CC(C)C(NCc1ccccc1O)c1ccccc1 (stereo not given)	-3	.	2
O=C(COC(=O)C1=Cc2cccc(O)c2OC1)Nc1cccc(Cl)c1	1	-13	-6
CCCC(=O)N1CCC1(C)C(=O)Nc1cc(C)nc2ccccc12 (stereo not given)	4	-6	-14
Cc1[nH]nc(-c2ccc(OCCN3CC(C)OC(C)C3)cc2O)c1-c1ccccc1 (stereo not given)	4	-9	-5
COCCCn1c(-c2ccc(C(C)(C)C)cc2)nc2oc3ccccc3c(=O)c2c1=O	3	.	-7
CC#CC(=O)N1CCc2c([nH]c3ccccc23)C1c1ccc(F)c(OC)c1 (stereo not given)	-2	-3	-2
Cc1ccc(-c2nc(C=Nc3ccccc3I)c(O)o2)cc1	-3	-8	-8
Cc1cc(C)n2c(SCCOc3ccc(Br)cc3)nnc2n1	2	.	-5
CN(Cc1ccn[nH]1)c1nccc(C2CCCC2)n1	-4	-9	-8
COCCN(CC(=O)N(Cc1ccc(F)cc1)Cc1cccs1)C(=O)COc1ccc(Cl)cc1	-3	1	1
CCOC(=O)C(C)Sc1ncnc2c1nnn2-c1ccc(F)cc1 (stereo not given)	16	-1	-5
CC(C#N)N1CCN(S(=O)(=O)c2ccc3c(c2)CCC3)CC1 (stereo not given)	-1	-7	-9
COC(=O)c1ccc(CN2CCCC(CO)(Cc3ccccc3)C2)cc1 (stereo not given)	-4&22	-2	-4&-2
CCCCOc1ccc(OCCSc2nc3ccccc3n2CCC(=O)O)cc1	-5	-6	-5
COc1ccc(-n2nnc(C(=O)OCc3cccc(F)c3)c2C)cc1	-19	0	-2
O=C(O)CP(=O)(O)O	1	-3	6
Cc1nc(N2CCCC(C)C2)c2cnn(-c3ccc(F)cc3)c2n1 (stereo not given)	1	.	-10
COc1ccc(-c2csc(-n3[nH]c(-c4ccccc4)c(N=Nc4cccc(Cl)c4)c3=O)n2)cc1	-8	8	28
Cc1ccc(Cl)cc1N1CCN(C(=O)c2ccc(=O)[nH]c2)CC1	-3	-8	-7
CCc1ccc(/C=C/S(=O)(=O)Nc2onc(C)c2C)cc1	-3&7	-13	-2&-13
Cc1ccc(Cc2nsc(N3CCN(C(=O)Nc4ccc(Br)cc4)CC3)n2)cc1	-12	1	-1

(list continues)
Results follow in this order: NPYLR7 ag, mcGAS inh, hcGAS inh
Cc1nc(N2CCOCC2)nc(N2CCCC2)c1[N+](=O)[O-]
    6, ., -5
COc1ccccc1C(=O)Nc1ccc2oc(-c3ccc(N(C)C)cc3)nc2c1
    -3, -5, -4
CS(=O)(=O)Oc1ccc(CN(Cc2ccco2)S(=O)(=O)c2ccccc2)cc1
    19, -3, -8
COc1ccccc1NC(=O)N1CCC2(CC1)SCCN2C(=O)COc1ccc(Cl)cc1
    19, -4, 0
Cc1nnc(SCC(=O)N(C2CCCC2)C2CCS(=O)(=O)C2)s1 (stereo not given)
    -1, ., -9
COC(=O)CCc1c(C)nn(-c2ccc(C(=O)Nc3cccc(OC)c3)cc2)c1C
    0, 0, 0
CCOC(=O)Cn1c(=O)c2c(nc3n(CCOC)c(C)c(C)n23)n(C)c1=O
    9, ., -13
COc1ccc(N2C(=O)CN(CCc3ccc(F)cc3)C3CS(=O)(=O)CC32)cc1 (stereo not given)
    4, ., -7
CSc1ccc(CN2C(=O)C(C)ON=C2c2ccc(N(C)C)cc2)cc1 (stereo not given)
    17, ., -3
Cc1nnc(SC2=C3CCCCC3(c3ccccc3Cl)N(C)C2=O)n1C1CC1 (stereo not given)
    0, -21, -6
Cc1cccc(C(=O)N2CCOc3ccc(C(O)CCc4ccccc4)cc3C2)c1C (stereo not given)
    -9, -2, -3
C=CCN(C(=O)c1ccc(-c2ccc(F)cc2)s1)C1CCCCC1
    -4, 3, 6
Cc1ncc([N+](=O)[O-])n1CCNC(=O)CC(c1ccccc1)(c1ccccc1)c1ccccc1
    1, -3, -4
Cc1ccc(-n2nnnc2SCc2nnnn2-c2ccccc2)c(C)c1
    7, ., -8
CCOC(=O)CCc1c(C)nc2ncnn2c1N1CCN(S(=O)(=O)c2cc(F)cc(F)c2)CC1
    ., -3, 2
COCCN(Cc1ccccc1)S(=O)(=O)N1CCCC1
    9, ., -5
COc1ccc(N2CCn3c(SCCC(C)C)nnc32)cc1
    4, -9, -3
Cc1ccsc1/C=C1N=C(/C=C/c2ccc(Cl)cc2)OC\1=O
    7, -5, -5
COCCNC(=O)[C@@]1(OCc2ccccc2)CC(OCc2cccc(C(F)(F)F)c2)[C@@H]2OC(C)(C)O[C@@H]2C1 (stereo not given in full)
    6, -6, 7
O=C(CC(c1ccc(F)cc1F)c1c[nH]c2ccccc12)NCc1ccco1 (stereo not given)
    -1, -5, -3

A second format for some results above:
Structure: C=CCN(C(=O)c1ccc(-c2ccc(F)cc2)s1)C1CCCCC1
  NPYLR7 ag: -4 | mcGAS inh: 3 | hcGAS inh: 6

Structure: COCCNC(=O)[C@@]1(OCc2ccccc2)CC(OCc2cccc(C(F)(F)F)c2)[C@@H]2OC(C)(C)O[C@@H]2C1 (stereo not given in full)
  NPYLR7 ag: 6 | mcGAS inh: -6 | hcGAS inh: 7

Structure: COc1ccc(N2CCn3c(SCCC(C)C)nnc32)cc1
  NPYLR7 ag: 4 | mcGAS inh: -9 | hcGAS inh: -3

Structure: Cc1nnc(SCC(=O)N(C2CCCC2)C2CCS(=O)(=O)C2)s1 (stereo not given)
  NPYLR7 ag: -1 | mcGAS inh: . | hcGAS inh: -9

Other entries:
Results follow in this order: NPYLR7 ag, mcGAS inh, hcGAS inh
Cc1ccc(-c2cc(C(=O)N3CCN(c4cccc(Cl)c4)CC3)n(-c3cccc([N+](=O)[O-])c3)n2)o1
    ., -5, -10
Cc1ccccc1C1CC(c2cccc(F)c2)=NN1C(=O)CN1CCCC1 (stereo not given)
    25, -5, -8
CC1=C(C(=O)OCc2ccccc2)C(c2cn(-c3ccccc3)nc2-c2ccc([N+](=O)[O-])cc2)C(C(=O)OCc2ccccc2)=C(C)N1
    -12, -4, -5
CC(C)(C)NC(=O)COc1coc(CN2CCN(c3ccccc3)CC2)cc1=O
    -1, -1, 7
CCC(=O)C1(NC(=O)Cn2nc(C)cc2C)CCCCC1
    3, ., -16
CCc1cccc2sc(N(CCCN3CCOCC3)C(=O)CS(=O)(=O)c3ccccc3)nc12
    3, -8, -9
Cn1nnc2c(=O)n(CC(=O)N3CCOCC3)cnc21
    1, ., -4
CCCc1[nH]nc2c1C(C1CC=CCC1)C(C#N)C(=N)O2 (stereo not given)
    4&-1, 0, 5&2
Fc1cccc(-c2nc3c(NCCc4ccccn4)nccc3[nH]2)c1
    -6, -7, -5
COCCCn1c(CN2CCSCC2)cnc1S(=O)(=O)C1CCCC1
    8, ., -11
Cc1nc(C)c(CC(=O)NC(C)c2cnn(-c3cccc4ccccc34)c2C)s1 (stereo not given)
    4&20, -2, -10&-2
O=C(O)C1CN(C(=O)CCCc2cn[nH]c2)CCN1 (stereo not given)
    5, -15, -6
CC(=O)Nc1cnc(-c2cccc(C(=O)N(C)C)c2)cn1
    4, ., -10
C=CCNC(=O)C(C1CCCC1)N1CCN(C(=O)c2cccs2)CC1 (stereo not given)
    -9, -3, -2
Cc1nnsc1C(=O)N1CCc2c(nc(-c3ccncc3)nc2N(C)C)C1
    -5, ., -7
CC1(C(=O)O)CCC(C(=O)O)C1(C)C (stereo not given)
    5, ., 0
CCOC(=O)c1c(NC(=O)Cc2ccc(OC)cc2)sc(C(=O)Nc2cccc(Cl)c2C)c1C
    -7, ., -7
Cc1nc(-c2ccccc2)sc1C(=O)Nc1c(C)nc2sc(C)c(C)n2c1=O
    14, ., -10
Cc1ccccc1S(=O)(=O)NC(=O)C1(C)CCN1C(=O)CCC1CCCC1 (stereo not given)
    -2, ., -6
N#CCNC(=O)c1ccc(-c2ccnc(Nc3ccc(N4CCOCC4)cc3)n2)cc1
    -4, -8, -7
COC(=O)c1c(N)sc2c1CCCC2
    -3&5, -3, -4&0
COc1ccc(F)cc1CN1CCC(CNS(C)(=O)=O)C1 (stereo not given)
    8, -17, -3
O=C(Nc1ccccc1)c1cccc(CN2CCC(Oc3cccnc3)C2)c1 (stereo not given)
    4, ., -7
Cc1ccccc1Nc1nnc(C)c(=O)n1N
    7, ., -4
CCCCC[C@H](O)/C=C/[C@H]1[C@H](O)CC(=O)[C@@H]1CCCCCCC(=O)O
    12&37, ., -3&-7
Cc1ccccc1-n1ncc2c1CC(C)(C)CC2NC(=O)Cn1c(=O)oc2ccccc21 (stereo not given)
    2, -9, -8
COc1ccc(CCNS(=O)(=O)c2cc(F)ccc2OC)cc1OC
    0, -7, -2
Cc1c[nH]c(=O)n1-c1ccccc1NC(=O)c1cc(-c2ccccc2F)on1
    2, -3, 4
CN1CCC(N(C)C(=O)c2cnn(-c3ccc(C(F)(F)F)cc3)c2N)CC1
    0, ., -6
